# FN deposition inh = inhibitors of fibronectin matrix deposition, primary screen, AH1F cells, Alexa488-fibronectin fluorescence, plate reader | AH1F fibroblasts, overnight | inhibition, % at 12.6 µM | 0.086% of 350,000 active | AID 743247, 2014;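 active means mean inhibition across replicates of 30% or more, regardless of how many single replicates reach that level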;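 further: positive control wells lacked labelled fibronectin entirely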
#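 Assay system: AH1F fibroblast monolayer, labelled fibronectin deposition. Amount: 10000 cells per well. Also added: labelled fibronectin 24 nM. Compound: single-point pinned compound. Incubation: cell attachment 1 h, compound and FN exposure overnight. Detection: fluorescence after three HBSS washes, excitation 485 nm, emission 525 nm. Read-out: inhibition of fibronectin deposition signal.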
# S100A4 MyoIIA = inhibitors of S100A4-myosin IIA peptide binding, primary screen, biochemical, fluorescence polarization, TAMRA-MyoIIA peptide. 0.14% of 360,000 active. Protein S100-A4 (Homo sapiens), P26447. inhibition, % at 10.7 µM;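 active means mean inhibition of at least 70% across replicates, with every replicate also reaching that level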
#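 Material: S100A4 monomer protein / Buffer or medium: 50 mM HEPES pH 7.2, 10 mM CaCl2, 100 mM KCl / Times: 5 min incubation before reading / Benchmarks: neutral control DMSO, positive control TFP / Reagent: labelled myosin peptide probe, 5 nM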
# EWS-Fli inh = EWS/Fli-driven NR0B1 reporter inhibitors, primary screen, A673 cells, NR0B1 luciferase, luminescence, MLPCN library; viability-normalised; inhibition, % at 12.6 µM; 0.67% of 350,000 active;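 active means mean inhibition of at least 50% after viability correction, with every replicate also passing that limit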;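 further: firefly luciferase signal divided by Alamar Blue viability fluorescence both relative to DMSO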
# E-sel inducer = E-selectin induction in HUVECs, primary screen, imaging, HUVEC, immunofluorescence imaging, single point | P16581 | normalized: neutral wells 0, TNF-alpha wells 100 | activation, % at 7.58 µM | 0.37% of 260,000 active;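 active means mean E-selectin-positive cell signal at least 10% of the positive control, reached in at least 60% of replicates, without over 20% cell loss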;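 further: in these data hits start at about 27%; measured in HUVEC primary endothelial cells; signal is the percent of cells scored E-selectin positive by PE staining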
# Target sequence (P16581 whole entry, looked up): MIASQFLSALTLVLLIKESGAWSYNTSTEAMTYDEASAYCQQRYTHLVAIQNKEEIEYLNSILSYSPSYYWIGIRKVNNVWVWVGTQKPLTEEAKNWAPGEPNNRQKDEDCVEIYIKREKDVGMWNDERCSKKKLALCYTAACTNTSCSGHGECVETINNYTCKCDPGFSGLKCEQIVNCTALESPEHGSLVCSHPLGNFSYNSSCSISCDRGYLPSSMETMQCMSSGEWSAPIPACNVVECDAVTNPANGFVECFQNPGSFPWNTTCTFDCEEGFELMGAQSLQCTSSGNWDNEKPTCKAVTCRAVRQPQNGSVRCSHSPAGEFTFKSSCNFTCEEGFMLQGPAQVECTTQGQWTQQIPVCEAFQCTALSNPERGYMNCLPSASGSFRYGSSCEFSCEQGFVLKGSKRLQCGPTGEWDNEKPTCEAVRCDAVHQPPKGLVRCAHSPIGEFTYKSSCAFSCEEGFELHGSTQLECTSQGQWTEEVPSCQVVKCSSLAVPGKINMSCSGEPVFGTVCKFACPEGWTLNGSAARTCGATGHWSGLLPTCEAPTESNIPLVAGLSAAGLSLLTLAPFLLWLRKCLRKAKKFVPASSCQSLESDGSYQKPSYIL
#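 assay system = HUVEC, human umbilical vein endothelial cells | input = 3,000 HUVEC seeded per well | medium = EGM-2 growth medium on 0.1% gelatin-coated wells | dosing = one compound dose added by pin transfer | signal = immunofluorescence imaging | read-out basis = % PE-positive cells | control set = TNF-alpha, DMSO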
# Xi reactivation = activators of inactive X chromosome reactivation, primary screen, imaging, XiGFP fibroblasts, GFP high-content imaging, set 2; 0.055% of 360,000 active; XiGFP mouse fibroblasts, % GFP-positive cells imaging, 3 d; cells co-treated with 5-aza-dC sensitizer; scaled so ellipticine positive control = 100%; AID 743238, 2013; activation, % at 7.58 µM;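 active means mean normalized replicate activation at least 10% and every replicate at or above 10%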;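 further: 0% = median of on-plate neutral control wells and 100% = ellipticine 6 µM median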
#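 Assay system: SV40-immortalized XiGFP fibroblast cells, line 68-5-11; buffer or medium: DMEM plus 5-aza-dC sensitizer; compound: one concentration, pinned; timing: compounds 3 days, fix/stain 15 min at room temperature; benchmarks: positive control ellipticine, 6 µM final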
# esBAF inh = Bmi1 luciferase reporter increase in mESCs, primary screen, esBAF inhibitor project, mouse ES cells, Bmi1 luciferase knock-in, single point. 24 h; 100% = twice the neutral-well signal. reporter increase, % at 12.5 µM. 2% of 350,000 active. AID 602393, 2012; in the data active means activation above about 40%;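 further: 0% = median of the plate's neutral control wells and 100% = double that signal; a rise in the Bmi1 reporter signal indicates esBAF inhibition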
# RAD54 inh = inhibitors of human RAD54 branch migration, primary screen, biochemical, fluorescence, single point | 0.14% of 360,000 active | inhibition, % at 10.4 µM | AID 602329, 2012 | RAD54 Holliday junction branch migration, FAM/BHQ fluorescence | DNA repair and recombination protein RAD54-like (Homo sapiens), Q92698;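 active means mean normalized replicate activity at least 40 and at least half of replicates scoring 40 or more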;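 further: 0% = median of neutral control wells and 100% = median of positive control wells; inhibitors cause a drop in the FAM fluorescence signal; in these data hits start at about 50%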
# RAD52 anneal inh = RAD52 DNA annealing inhibitors, primary screen, biochemical, FRET, single point, set 2. DNA repair protein RAD52 homolog (Homo sapiens), P43351. recombinant RAD52 DNA annealing, FRET fluorescence. inhibition, % at 18.7 µM. 0.46% of 360,000 active. AID 651710, 2012;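 active means every replicate showing at least 50% inhibition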
# Target sequence (P43351 whole entry, looked up): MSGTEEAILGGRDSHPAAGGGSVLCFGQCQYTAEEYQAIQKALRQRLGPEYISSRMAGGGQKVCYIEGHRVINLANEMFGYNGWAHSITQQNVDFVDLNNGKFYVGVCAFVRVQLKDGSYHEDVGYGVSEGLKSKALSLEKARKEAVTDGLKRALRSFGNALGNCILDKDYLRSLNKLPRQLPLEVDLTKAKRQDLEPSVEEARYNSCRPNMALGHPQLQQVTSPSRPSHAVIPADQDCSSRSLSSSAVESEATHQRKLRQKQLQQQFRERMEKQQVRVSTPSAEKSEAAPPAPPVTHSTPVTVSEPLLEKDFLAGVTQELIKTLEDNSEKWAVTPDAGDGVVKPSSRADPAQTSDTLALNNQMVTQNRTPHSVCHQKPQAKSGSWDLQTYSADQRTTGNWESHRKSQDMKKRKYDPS
# Starred values were filed as active, the others as inactive; . = not tested or not shown; & = joins results of further samples.
SMILES,FN deposition inh,S100A4 MyoIIA,EWS-Fli inh,E-sel inducer,Xi reactivation,esBAF inh,RAD54 inh,RAD52 anneal inh
CCn1cc(C2=NC(C(C)C)CO2)c2ccccc21 (stereo not given),19.1,-11.5,-9.4,0.4,5.7,2.5,11.3,-0.7
O=C(C[C@@H]1C[C@@H]2c3cc(NC(=O)Nc4ccc(C(F)(F)F)cc4)ccc3O[C@@H]2[C@@H](CO)O1)NCC1CC1,.,6.0,-0.6,0.0,0.0,-6.5,-4.3,2.1
Cc1ccc(NC(=O)C2CCCN2C(=O)OCc2ccccc2)cc1F (stereo not given),6.3,-2.5,-0.8,.,0.1,-3.5,14.9,-9.4
CCCCC[C@H](C)N1C[C@H](COCc2ccccc2)Oc2cc(N3CCC[C@H]3COC)ccc2S1(=O)=O,1.1,-1.0,2.2,-0.1,-0.1,.,.,-4.3
CCOC(=O)N(C)C[C@@H]1OCc2cnnn2CCCC(=O)N([C@@H](C)CO)C[C@@H]1C,3.7&-3.9,-6.1&1.3,11.2&-1.2,-0.2&-0.1,-0.1&-0.4,-2.8&-7.2,-6.3&4.8,8.3&13.0
C[C@@H]1CN([C@H](C)CO)S(=O)(=O)c2ccc(-c3cccnc3)cc2O[C@H]1CN(C)C(=O)C1CCCCC1,.,7.7,-4.7,0.4,-1.3,1.5,-2.0,3.3
CC1(c2ccc(OC(F)F)cc2)NC(=O)N(CC(=O)N2CCN(C(=O)c3ccco3)CC2)C1=O (stereo not given),-0.8,-2.7,-3.6,-0.9,0.0,3.9,2.9,-10.7
C[C@H](c1ccccc1)N1C[C@@H](COCc2ccccc2)Oc2cccc(Oc3ccccc3)c2S1(=O)=O,-0.4,-1.4,-0.6,0.1,0.0,.,.,5.0
COc1ccc(/C=C/C(=O)Nc2cccc(S(=O)(=O)NC3=NCCCCC3)c2)c(OC)c1,4.6,-1.8,-5.2,.,-0.1,19.9,5.6,-10.8
CCCc1cc(C(=O)N2CCCC(CO)(CCCc3ccccc3)C2)n(C)n1 (stereo not given),3.0,-2.7,.,-0.1,0.0,9.9,6.3,-6.3
Cc1onc(-c2c(Cl)cccc2Cl)c1C(=O)NNC(=O)c1c(-c2c(Cl)cccc2Cl)noc1C,-3.1,-0.6,-0.6,0.0,0.2,0.6,-3.2,-6.0
Cc1ccc(OCCC(=O)OCC(=O)Nc2ccc3c(c2)OCO3)cc1,-7.7,-1.7,-1.6,0.5,0.0,-4.0,1.9,4.6
COc1ccc(CNCc2ccncc2)cc1OC,-3.2,-6.7,7.5,.,0.3,4.6,-12.2,-6.2
COc1cccc(NC(=O)CC2Oc3ccccc3NC2=O)c1 (stereo not given),5.8,-1.3,18.3,-0.2,0.1,3.2,8.3,0.6
O=C(COc1coc(CN2CCN(c3ccc(F)cc3)CC2)cc1=O)NC1CCCCC1,-8.2,7.2,19.7,-2.2,0.0,1.5,2.9,-14.7
Cn1c(=O)c2cc(NC(=S)NCc3ccccc3F)ccc2n1C,0.0,-1.0,-62.7,0.9,0.1,39.1,6.5,-0.8
C[C@@H]1CN([C@@H](C)CO)C(=O)c2cccc(NC(=O)C3CC3)c2O[C@H]1CN(C)CC1CC1,.,56.9,21.6,-2.9,0.1,-9.0,8.0,9.6
CCN(C[C@H]1N[C@@](CC)(C(=O)OC)[C@H]2C(=O)N(Cc3ccccc3)C(=O)[C@@H]12)C(=O)C1CCCCC1,5.9,-3.4,6.3,0.1,0.1,-5.1,2.2,-4.8
CCOc1cc(C)ccc1OCc1nnc(SCC(=O)Nc2cccc(C(=O)O)c2)n1-c1ccccc1,-4.0,2.8,9.7,.,-0.2,18.7,-4.5,-0.2
O=C(c1cccc(S(=O)(=O)N2CCOCC2)c1)N1CCC(Cc2ccccc2)CC1,4.2,3.4,4.8,-0.3,0.0,7.7,6.2,9.5

# Reprinted at random: two entries already listed, in no set order.
SMILES,FN deposition inh,S100A4 MyoIIA,EWS-Fli inh,E-sel inducer,Xi reactivation,esBAF inh,RAD54 inh,RAD52 anneal inh
Cc1onc(-c2c(Cl)cccc2Cl)c1C(=O)NNC(=O)c1c(-c2c(Cl)cccc2Cl)noc1C,-3.1,-0.6,-0.6,0.0,0.2,0.6,-3.2,-6.0
O=C(c1cccc(S(=O)(=O)N2CCOCC2)c1)N1CCC(Cc2ccccc2)CC1,4.2,3.4,4.8,-0.3,0.0,7.7,6.2,9.5

# (next part)
SMILES,FN deposition inh,S100A4 MyoIIA,EWS-Fli inh,E-sel inducer,Xi reactivation,esBAF inh,RAD54 inh,RAD52 anneal inh
C[C@H]1CN([C@@H](C)CO)C(=O)Cc2cc(NS(=O)(=O)c3ccc(F)cc3)ccc2O[C@H]1CN(C)C(=O)Nc1cccc2ccccc12,-8.2,7.7,6.5,0.0,0.2,6.7,-2.6,-10.8
COc1ccc(-c2ccc3n(c2=O)C[C@@H]2[C@@H](CO)[C@H](C(=O)N4CCOCC4)N[C@H]32)cc1,13.5,-4.7,-3.8,-0.1,0.1,4.2,-2.8,-18.2
COc1ccc(S(=O)(=O)Nc2ccc3c(c2)C(=O)N([C@@H](C)CO)C[C@@H](C)[C@H](CN(C)S(=O)(=O)c2ccc(F)cc2)O3)cc1,-31.4,10.0,-6.0,0.0,0.0,-1.2,-9.7,-6.2
O=C(NN=Cc1ccc2c(c1)CCN2)c1cccs1,-2.4,-0.7,-51.7,0.1,0.1,.,.,-8.6
C[C@H](CO)N1C[C@H](C)[C@H](CN(C)S(=O)(=O)c2ccc(Cl)cc2)OCCCC[C@H](C)Oc2ccc(NC(=O)c3ccccc3)cc2C1=O,.,7.8,7.3,-0.5,-1.0,11.5,-1.7,-37.9
CO[C@@H]1CN(C)C(=O)c2cc(NC(C)=O)ccc2OC[C@@H](C)N(Cc2ccccc2F)C[C@@H]1C,4.7,-2.9,-1.3,-0.1,0.0,-6.6,-4.0,2.1
CCc1ccc([C@@H]2CC=C(C(=O)O)[C@H](c3ccc(C(C)(C)C)cc3)N2S(=O)(=O)c2ccc(C)cc2)cc1,.,7.4,-19.8,-1.4,0.3,15.5,-1.4,-10.3
O=C(CC1C(=O)NCCN1CC(c1ccccc1)c1ccccc1)NCCc1cn[nH]c1 (stereo not given),-7.2,1.1,2.8,.,0.1,-5.8,5.6,-16.7
CC(=NNC1=NCCN1)c1cnn(C2=NCCN2)c1C,-11.4,6.2,-6.3,-0.1,0.1,.,.,0.3
OCC[C@@H]1C[C@@H](O)[C@H](O)[C@@]2(CCc3ccccc3CO2)O1,4.5,5.6,-15.9,-0.2,0.1,6.8,-8.9,-3.4
CN(C)C(=O)c1cccc(-c2ccc(C3[C@H]4CNC[C@@H]3N4Cc3ccccc3C(F)(F)F)cc2)c1 (stereo not given in full),2.0,.,-1.0,0.0,0.0,.,.,.
COc1cc(/C=C2\N=C(C)OC2=O)cc(Cl)c1OC(C)=O,1.7,-2.8,7.9,0.2,0.0,-7.4,-5.7,2.7
O=C(NCCc1csc(-c2ccccc2)n1)c1cccs1,0.6,-0.4,-27.4,0.3,0.2,13.4,6.0,-9.7
CN1c2ccc(-c3ccccc3)cc2[C@@H]2[C@@H](CCN2C(=O)CC2CC2)[C@H]1CO,2.7,5.2,3.1,0.4,0.0,-10.4,-0.2,1.1
C[C@H]1CCCCO[C@H](CN(C)C(=O)C2CCCCC2)[C@@H](C)CN([C@@H](C)CO)C(=O)c2cc(NC(=O)C3CCCCC3)ccc2O1,.,-0.2,-1.9,-0.1,-0.8,-5.4,-2.7,-3.2
CCCC(=O)Nc1ccc2c(c1)C(=O)N(C)[C@@H]1CC[C@@H](CC(=O)O)O[C@H]1CO2,-0.2,1.3,4.9,0.1,-0.1,-3.0,-4.6,21.7
O=C(CNC(=O)c1ccccc1F)N/N=C/c1ccco1,1.4,-2.6,.,1.2,3.3,4.6,-1.6,-15.3
COc1ccc(/C=C(/NC(=O)c2ccccc2)C(=O)N2CCCCC2)cc1OC,2.6,1.0,0.7,.,0.0,-0.6,-5.5,-6.7
C[C@@H]1CN([C@H](C)CO)S(=O)(=O)c2ccc(-c3cccc(F)c3)cc2O[C@H]1CN(C)C,-6.7,5.0,7.7,-0.5,-0.7,-0.8,-14.5,15.8
Cc1ccc(C(C(=O)NC2CCCC2)N(C(=O)c2csnn2)C2CCCC2)o1 (stereo not given),5.8,-0.5,.,.,.,0.1,-3.5,2.7

# Profiles, looked up by structure.
# Entry for O=C(CNC(=O)c1ccccc1F)N/N=C/c1ccco1 : FN deposition inh: 1.4; S100A4 MyoIIA: -2.6; EWS-Fli inh: .; E-sel inducer: 1.2; Xi reactivation: 3.3; esBAF inh: 4.6; RAD54 inh: -1.6; RAD52 anneal inh: -15.3
# Entry for Cc1ccc(C(C(=O)NC2CCCC2)N(C(=O)c2csnn2)C2CCCC2)o1 (stereo not given) : FN deposition inh: 5.8; S100A4 MyoIIA: -0.5; EWS-Fli inh: .; E-sel inducer: .; Xi reactivation: .; esBAF inh: 0.1; RAD54 inh: -3.5; RAD52 anneal inh: 2.7

# New compounds follow
SMILES,FN deposition inh,S100A4 MyoIIA,EWS-Fli inh,E-sel inducer,Xi reactivation,esBAF inh,RAD54 inh,RAD52 anneal inh
CC1ON=C(c2ccccn2)N(Cc2ccc3c(c2)OCO3)C1=O (stereo not given),-1.5,1.3,-2.8,.,-0.2,-0.2,-3.5,8.6
C[C@H](CO)N1C[C@H](C)[C@@H](CN(C)Cc2ccc3c(c2)OCO3)Oc2c(NC(=O)Nc3ccc(C(F)(F)F)cc3)cccc2C1=O,-1.4,9.1,5.8,0.2,-0.7,2.8,17.5,0.0
O=C(CC(C(=O)O)c1cccc(Cl)c1Cl)c1ccccc1 (stereo not given),-1.0,-5.1,4.6,0.6,0.0,-3.8,-6.8,-7.7
c1ccc(CSc2ncnc3sccc23)cc1,0.1,1.0,-15.7,.,0.3,.,-4.4,-11.9
CCc1cccc(C)c1NC(=O)CN1C(=O)c2ccccc2S1(=O)=O,1.3,5.6,4.0,.,0.0,-2.4,-7.4,-6.6
O=C(CCc1ccccc1)Nc1ccc(S(=O)(=O)N2CCOCC2)cc1,-4.2,33.3,16.1,3.9,0.0,.,7.2,-16.5
O=C(NCC[C@H]1CC[C@@H](NC(=O)c2cnccn2)[C@@H](CO)O1)c1ccc2c(c1)OCO2,-3.5,-0.8,-3.2,-0.4,0.5,5.8,10.0,-9.2
CCOC(=O)c1nnsc1Nc1ccc(C)c(C)c1,9.9,-0.9,0.3,1.8,0.0,.,.,-8.9
C/C=C/c1cnc2c(c1)C(=O)N([C@@H](C)CO)C[C@H](C)[C@H](CN(C)Cc1ccccc1F)O2,.,23.0,-1.2,0.7,-0.4,3.7,-8.3,1.1

# Compounds were not picked by outcome; overall some 3% were active at least once.
